CBFb-RUNX1 inh: blocks binding between human CBF-beta and RUNX1; Potency, µM (series often up to 59.8 µM), without a hit: at the highest dose activity, negative = inhibition, actives largely listed as inhibitors; 230,000 tested, under 10 active; AlphaScreen CBFb-His/RUNX1-biotin binding, biochemical; Q01196+Q13951; AID 1477; further: % of control where 0% means no effect
Target sequence (Q01196 whole entry, looked up): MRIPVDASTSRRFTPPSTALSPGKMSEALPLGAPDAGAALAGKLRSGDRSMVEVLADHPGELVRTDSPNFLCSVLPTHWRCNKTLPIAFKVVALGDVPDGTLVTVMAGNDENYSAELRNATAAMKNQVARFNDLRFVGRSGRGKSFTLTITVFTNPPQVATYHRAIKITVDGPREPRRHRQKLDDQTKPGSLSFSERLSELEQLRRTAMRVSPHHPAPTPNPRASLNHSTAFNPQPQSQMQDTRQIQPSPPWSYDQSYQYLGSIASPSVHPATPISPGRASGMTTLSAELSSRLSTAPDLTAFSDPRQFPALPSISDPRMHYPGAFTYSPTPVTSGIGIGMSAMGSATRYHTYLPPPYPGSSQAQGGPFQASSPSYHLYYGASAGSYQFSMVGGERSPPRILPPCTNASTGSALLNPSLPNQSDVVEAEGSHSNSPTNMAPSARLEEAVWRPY
Target sequence (Q13951 whole entry, looked up): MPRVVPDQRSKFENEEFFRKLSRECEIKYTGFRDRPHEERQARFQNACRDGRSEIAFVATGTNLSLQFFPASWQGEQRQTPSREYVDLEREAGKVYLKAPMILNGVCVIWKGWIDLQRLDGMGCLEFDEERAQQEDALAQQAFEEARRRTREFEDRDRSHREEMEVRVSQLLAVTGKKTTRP
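CBFb-His/RUNX1-biotin, 30 nM each, preincubated 20 min RT; compound 15 min RT; Ni + streptavidin beads 50 ng each, 90 min RT; AlphaScreen read.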
GAA glycogen: alters human alpha-glucosidase cleavage of glycogen | P10253 | recombinant GAA, glycogen substrate, Amplex Red glucose oxidase fluorescence | Potency, µM (doses to about 76.4 µM), without a hit: at the top dose activity change, negative = inhibition, hits mostly inhibitors | hit rate 0.38% among 300,000 | AID 2100;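 further: potency means the concentration at half of the fitted maximal effect; 0% = full enzyme reaction and -100% = no-enzyme basal signal; the screen sought inhibitors and activators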
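Recombinant human alpha-glucosidase (4 nM final) hydrolysed bovine liver glycogen (30 ug) for 40 min at 37 C in pH 5.0 citrate/phosphate with 0.01% Tween-20. Released glucose detected by glucose oxidase/Amplex Red, Ex 573/Em 610 nm. Compounds up to 77 uM; AC50 from Hill fits.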
HTT cytoprotect: Huntington cell model cytoprotection by ATP luminescence; AID 1471; Potency, µM (series often up to 56.4 µM), inactives show cytoprotection (ATP increase), most hits filed as activators; hit rate 0.14% among 230,000; PC12 HTT-Q103 induced, cytoprotection, ATP luminescence, 40 h;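 further: potency means the concentration at half of the fitted maximal effect; % of control where 0% means no effect; nearly all actives have a fitted effect of over 45% in size; toxic huntingtin expression switched on by the ecdysone agonist tebufenozide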
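Cells were plated at 1500 per well in phenol red-free DMEM with 5% equine and 5% calf serum. Tebufenozide (100 nM final) and compounds were added, then ATPlite reagent, and luminescence was read.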
GAA inhib: alpha-glucosidase (human) inhibition. purified human GAA, 4-MU-alpha-glucoside fluorescence. hit rate 0.005% among 200,000. P10253. Potency, µM (top dose mostly 76.9 µM), for the others: at the top dose activity change, negative = inhibition, hits mostly inhibitors;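 further: potency means the concentration at half of the fitted maximal effect; plate controls were uninhibited enzyme wells for no effect and no-enzyme background for full effect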
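Activity normalized between no-enzyme (basal) and enzyme-only wells. Conditions: 4 nM human enzyme, 400 uM fluorogenic substrate, citrate/phosphate pH 5.0 with Tween-20, 20 min room temperature, compounds up to 77 uM.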
GAA spleen mod: lysosomal alpha-glucosidase (human) modulation; Potency, µM (top dose mostly 79.9 µM), without a hit: at the top dose activity change, negative = inhibition, usual class: inhibitors; human spleen homogenate, 4-MU-alpha-glucoside fluorescence; hit rate 0.006% among 240,000; P10253;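 further: potency means the concentration at half of the fitted maximal effect; 0% = enzyme with vehicle and -100% = no enzyme basal signal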
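Enzyme source: human spleen homogenate, 1 ug/well. Buffer 50 mM citric acid/K phosphate pH 5.0, 0.01% Tween-20. 4-MU-alpha-glucoside 1 mM; 37 C x 40 min; NaOH/glycine stop; fluorescence.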
HTT aggregate: inhibitors of mutant huntingtin aggregate formation in PC12 cells | PC12 HttQ103-GFP aggregates, Acumen cytometry, 40 h | hit rate 1.1% among 220,000 | Potency, µM (series often up to 46.1 µM), without a hit: top-dose activity change, negative = inhibition, most hits filed as inhibitors; further: potency means the concentration at half of the fitted maximal effect; on the % scale 0 is the no-effect control and ±100 the full control effect; nearly all actives have a fitted effect of over 60% in size
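Steps: seed 1500 PC12 HTTQ103-GFP cells/well; add tebufenozide, 100 nM final; add compound titration; add ATPLite reagent; quantify GFP aggregates by laser scanning cytometry.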
Lamin A splicing: LMNA splicing modulation; HeLa LMNA splicing GFP/RFP minigene ratio, 48 h; Potency, µM (top dose mostly 46.1 µM), inactives show at the top dose ratio change, negative = inhibition, usual class: inhibitors; hit rate 0.01% among 200,000; active means well fitted inhibition curve with a large enough effect in the signal ratio, with a control signal flat, not every such curve was filed as active; inconclusive means small, poorly fitted or top-dose-only effect, or effect the other way, or a change in a side signal; the % refers to the signal ratio; further: potency means the concentration at half of the fitted maximal effect; on the % scale 0 is the no-effect control and ±100 the full control effect
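S3 HeLa stable clones carrying a lamin A-EGFP splicing minigene plus DsRed2 were seeded at 600 cells/well in Opti-MEM with 2% FBS, pin-dosed and incubated 48 h at 37°C. Acumen cytometry (488 nm) gave the GFP/RFP total-intensity ratio.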
The depositor's hits bear a star; ? = inconclusive; / = no result given; [ ] = remark or other dose. Unless noted, the call rests on the fitted dose curve; in most records, active means well fitted curve in the direction sought with a large enough effect; inconclusive means small, poorly fitted or top-dose-only effect, or another doubt; inactive means no such curve, though single readings can be large; an effect the other way counts as inactive or inconclusive.

SMILES	CBFb-RUNX1 inh	GAA glycogen	HTT cytoprotect	GAA inhib	GAA spleen mod	HTT aggregate	Lamin A splicing
COc1ccccc1-c1coc2cc(O)cc(O)c2c1=O	2%	-2%	-23%	-3%	1%	?	-12%
COc1ccccc1N(CC(=O)Nc1cccc(C(F)(F)F)c1)S(C)(=O)=O	28%	-8%	-16%	-12%	-18%	-18%	/
NNC(=O)c1cc2nc(-c3cccs3)cc(C(F)(F)F)n2n1	5%	?	-38%[inhibitor]	?	3%	31%	-17%[46 µM]
CNC(=O)COC(=O)/C=C/c1ccc(F)cc1	-19%	6%	-19%	-5%	-5%	7%	?
O=[N+]([O-])c1cc(-c2ncccn2)cs1	1%	7%	/	-13%	6%	2%	-2%
CCc1sc(N2C(=O)C3C4CCC(C4=C(C)C)C3C2=O)nc1-c1ccccc1 (stereo not drawn)	3%	-8%	8%	0%	-6%	-7%	-8%
Cc1ccc(C)c(NC(=S)N2CCN(CCO)CC2)c1	1%	1%	/	-2%	-3%	7%	0%
CCCCc1nc2c(c3c1C[C@H](C)OC3)CN(S(=O)(=O)CCCC)CC2	4%[13.1 µM]	/	0%[10 µM]	/	1%[17.4 µM]	/	9%[9.22 µM]
Cc1ccc(C(c2nnnn2C2CCCC2)N2CCc3ccccc32)cc1 (stereo not drawn)	-12%	-1%	?	-2%	-5%	-13%	?
O=C(NC1CCCCC1)c1cc([N+](=O)[O-])ccc1N1CCCCC1	3%	0%	-13%[10 µM]	3%	-1%	-12%	-1%
N/C(Cc1ccc([N+](=O)[O-])cc1)=N\OC(=O)COc1ccc2ccccc2c1	0%	8%	-17%	2%	1%	1%	?
O=C(COc1ccccc1[N+](=O)[O-])Nc1ccc(Br)cc1	1%	1%	-5%[10 µM]	/	-2%	4%[9.22 µM]	/
COCCCNC(=O)C1CCN(c2ccc(N3CCOCC3)nn2)CC1	2%	18%	1%[10 µM]	/	-13%	-6%[9.22 µM]	/
S=c1nc(-c2ccc(Cl)cc2)[nH][nH]1	-1%	-26%	3%[10 µM]	/	-3%	-4%[9.22 µM]	/
Cc1nnc(NNS(=O)(=O)c2ccc(Cl)cc2)[nH]c1=O	2%	?	33%[10 µM]	/	-10%	13%[9.22 µM]	/
CC1CCN(C(=O)COC(=O)[C@H](C)NS(=O)(=O)/C=C/c2ccccc2)CC1	1%	1%	-2%	-1%	-1%	?	-2%
COc1ccc(OCCn2cncn2)cc1	-3%	2%	-12%	-3%	-3%	-2%[9.22 µM]	3%
CCOC(=O)N1CCOCCOCCN(C(=O)OCC)CCOCC1	-1%	-2%	-13%[0.074 µM]	-7%	0%	2%	-1%
CN(c1ccc(C(=O)Nc2ccc(CC#N)cc2)cc1)S(C)(=O)=O	3%	5%	-44%[inhibitor]	3%	-9%	17%	/
O=C(Cc1ccccc1F)c1ccc(O)cc1O	3%	15%	10%[10 µM]	?	4%	6%[9.22 µM]	33%[46 µM]
Cn1c(=O)[nH]c(=O)c2c1nc(CN1CCN(c3ccc(F)cc3)CC1)n2CCN1CCOCC1	4%	0%	-11%[10 µM]	/	0%	-6%[9.22 µM]	/
O/N=C1\CCCC\C1=C/c1ccccc1	2%	-1%	/	2%	0%	0%	?
O=C(CCCl)N1CCCC2(CCCCC2)C1	3%	-8%	7%[10 µM]	/	-11%	-5%[9.22 µM]	/
CC(C)(Cc1c[nH]c2ccccc12)NCC(O)COc1ccccc1C#N (stereo not drawn)	13%	/	-55%[inhibitor]	/	8%	-11%	/

A second format for some results above.
SMILES | CBFb-RUNX1 inh | GAA glycogen | HTT cytoprotect | GAA inhib | GAA spleen mod | HTT aggregate | Lamin A splicing
COCCCNC(=O)C1CCN(c2ccc(N3CCOCC3)nn2)CC1 | 2% | 18% | 1%[10 µM] | / | -13% | -6%[9.22 µM] | /
S=c1nc(-c2ccc(Cl)cc2)[nH][nH]1 | -1% | -26% | 3%[10 µM] | / | -3% | -4%[9.22 µM] | /
Cc1nnc(NNS(=O)(=O)c2ccc(Cl)cc2)[nH]c1=O | 2% | ? | 33%[10 µM] | / | -10% | 13%[9.22 µM] | /
CC1CCN(C(=O)COC(=O)[C@H](C)NS(=O)(=O)/C=C/c2ccccc2)CC1 | 1% | 1% | -2% | -1% | -1% | ? | -2%
COc1ccc(OCCn2cncn2)cc1 | -3% | 2% | -12% | -3% | -3% | -2%[9.22 µM] | 3%
CCOC(=O)N1CCOCCOCCN(C(=O)OCC)CCOCC1 | -1% | -2% | -13%[0.074 µM] | -7% | 0% | 2% | -1%
CN(c1ccc(C(=O)Nc2ccc(CC#N)cc2)cc1)S(C)(=O)=O | 3% | 5% | -44%[inhibitor] | 3% | -9% | 17% | /
O=C(Cc1ccccc1F)c1ccc(O)cc1O | 3% | 15% | 10%[10 µM] | ? | 4% | 6%[9.22 µM] | 33%[46 µM]
Cn1c(=O)[nH]c(=O)c2c1nc(CN1CCN(c3ccc(F)cc3)CC1)n2CCN1CCOCC1 | 4% | 0% | -11%[10 µM] | / | 0% | -6%[9.22 µM] | /
O/N=C1\CCCC\C1=C/c1ccccc1 | 2% | -1% | / | 2% | 0% | 0% | ?
O=C(CCCl)N1CCCC2(CCCCC2)C1 | 3% | -8% | 7%[10 µM] | / | -11% | -5%[9.22 µM] | /
CC(C)(Cc1c[nH]c2ccccc12)NCC(O)COc1ccccc1C#N (stereo not drawn) | 13% | / | -55%[inhibitor] | / | 8% | -11% | /

Later entries
SMILES	CBFb-RUNX1 inh	GAA glycogen	HTT cytoprotect	GAA inhib	GAA spleen mod	HTT aggregate	Lamin A splicing
Cc1ccnc(NC(=O)c2ccco2)n1	-1%	-21%	27%[10 µM]	7%	4%	11%	11%[46 µM]
Cc1ccc(NC(=O)CSc2nnc(-c3ccco3)o2)c(C)c1	0%	0%	-8%[10 µM]	6%	7%	-13%[9.22 µM]	?
CCOc1ccccc1CNCCOC	-2%	27%	-13%	5%	3%	-2%	0%[46 µM]
COC(=O)c1ccccc1NC(=O)C(C)NS(=O)(=O)c1ccc(OC)cc1 (stereo not drawn)	8%	-11%	-3%	-6%	-3%	0%	-6%
COc1ccc(NC(=S)NN2CCN(C)CC2)cc1OC	-1%	-12%	0%[10 µM]	-3%	-6%	2%	-16%
COCc1cccc(NC(=O)Cc2cccc3ccccc23)c1	10%	-19%	-7%	1%	-1%	13%	/
O=C(O)c1cc(NC(=O)c2ccccc2[N+](=O)[O-])ccc1O	3%	8%	-13%[10 µM]	-4%	2%	-9%[9.22 µM]	18%[46 µM]
Cc1ccc(NC(=O)c2ccccc2NC(=O)Cc2ccccc2)cc1	1%	2%	0%[10 µM]	?	-3%	-19%	-7%
COc1cc(NC(=O)c2c(Cl)cnn2C)c(OC)cc1Cl	6%	9%	2%[10 µM]	?	-2%	9%[9.22 µM]	9%[46 µM]
Cc1cc(NCC2CCCO2)n2c(nc3ccccc32)c1C#N (stereo not drawn)	1%	-6%	-13%	1%	-1%	?	2%
O=C(/C=C/c1ccc(F)cc1)c1ccccc1Br	0%	-14%	7%[10 µM]	-3%	-2%	-8%	?
O=[N+]([O-])c1ccc(NC(=S)NCCc2ccc(Cl)cc2)cc1	-4%	-7%	-45%[10 µM]	-1%	-13%	?	?
O=C(O)CSc1nnc2c(n1)[nH]c1ccccc12	5%	-2%	-34%[inhibitor]	-2%	-4%	2%	?
CC[n+]1cccc(-c2nc3ccccc3s2)c1	3%	6%	-28%	0%	4%	-19%	/
N#Cc1sc2nc(C3CC3)cc(-c3ccc(Cl)cc3)c2c1N	?	11%	12%[10 µM]	-3%	-11%	17%	-3%
CCOc1ccccc1NC(=O)C(Sc1nnc2ccccn12)c1ccccc1 (stereo not drawn)	-4%	0%	24%[10 µM]	3%	-3%	9%	1%
Cc1cc(C)n2nc(C(=O)OCCOc3ccc(F)cc3)nc2n1	-25%	9%	-2%[10 µM]	-9%	2%	-5%	14%
CC(=O)Nc1ccc(NC(=O)Cc2sc(-c3cccnc3)nc2-c2ccc(C)cc2)cc1	-5%	7%	-18%	?	-4%	?	-14%[46 µM]
COc1cccc(-n2c(Cn3nc(C(F)F)cc3C(F)F)n[nH]c2=S)c1	3%	-2%	/	2%	-3%	-5%	6%
CCn1nc2cc(C(=O)NCCc3cccs3)ccc2c1OC	4%	-15%	18%	?	6%	10%	13%
Cc1ccccc1N1C(=O)CC1(C#N)c1ccc(OCc2ccccc2)cc1 (stereo not drawn)	?	-4%	/	-3%	-2%	-32%	?
Cc1cccc(N2CCN(C(=O)C3CCN(S(=O)(=O)c4cnc[nH]4)CC3)CC2)c1C	-7%	-4%	-10%	-8%	-3%	-18%	-1%
O=C(NC1CC2CCCC(C1)N2S(=O)(=O)c1ccccc1)c1ccco1 (stereo not drawn)	1%	9%	-22%	-5%	-5%	-4%	5%
COc1cccc(C(=O)NC(=S)Nc2cccnc2)c1	2%	-7%	9%[10 µM]	-6%	8%	-12%	-4%
CC(c1nnc(SCC(=O)c2c(N)n(C)c(=O)n(C)c2=O)n1-c1ccc(Cl)cc1)N(C)C (stereo not drawn)	6%	17%	12%	-4%	1%	3%	9%
CCCSc1nc2sc3c(c2c(=O)[nH]1)CC(C)CC3 (stereo not drawn)	-2%	-12%	-16%[10 µM]	-3%	-2%	9%	/

High-throughput results: PubChem BioAssay, National Center for Advancing Translational Sciences (NCATS)

This is a random part of the collection (roughly 1.5% active in at least one column).
